Screening results (PubChem BioAssay)
Bcl-2 Bim block: inhibitors of Bim-Bcl-2 interaction, human. Bead-based flow cytometry, Bim peptide-Bcl-2 binding. inhibition, % at 10 µM. 190,000 compounds, 0.06% hits. AID 950; in the data active = inhibition above about 40%; inconclusive = no clear call, values can overlap the other calls;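 note: 0% = no compound wells with probe peptide and 100% = reference peptide inhibitor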
Target sequence (P10415 whole entry, looked up): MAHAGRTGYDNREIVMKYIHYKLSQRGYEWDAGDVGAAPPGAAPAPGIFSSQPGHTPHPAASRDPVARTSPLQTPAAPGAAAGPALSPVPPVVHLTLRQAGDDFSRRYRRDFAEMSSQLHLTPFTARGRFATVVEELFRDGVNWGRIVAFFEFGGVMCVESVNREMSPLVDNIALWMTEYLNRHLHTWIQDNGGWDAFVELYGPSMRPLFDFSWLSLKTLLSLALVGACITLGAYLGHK
Bcl-XL Bim block: inhibitors of Bim-Bcl-XL interaction, human; Bim peptide-Bcl-XL binding, bead flow cytometry, fluorescence; inhibition, % at 10 µM; 190,000 compounds, 0.04% hits
RGS7-Gao: human RGS7-Galphao interaction regulation; AID 1439; P09471; binding response (% of control), % at 10 µM; 220,000 compounds, 0.35% hits; Multiplexed bead flow cytometry, RGS7-Galphao binding; actives lie on both sides; in the data active = binding response below about 49% or above about 150%; inconclusive = no clear call, values can overlap the other calls; inactive = in between;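 note: fluorescent Galphao held in activated GDP-AlF4 state binding bead-coupled RGS7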
Target sequence (P09471 whole entry, looked up): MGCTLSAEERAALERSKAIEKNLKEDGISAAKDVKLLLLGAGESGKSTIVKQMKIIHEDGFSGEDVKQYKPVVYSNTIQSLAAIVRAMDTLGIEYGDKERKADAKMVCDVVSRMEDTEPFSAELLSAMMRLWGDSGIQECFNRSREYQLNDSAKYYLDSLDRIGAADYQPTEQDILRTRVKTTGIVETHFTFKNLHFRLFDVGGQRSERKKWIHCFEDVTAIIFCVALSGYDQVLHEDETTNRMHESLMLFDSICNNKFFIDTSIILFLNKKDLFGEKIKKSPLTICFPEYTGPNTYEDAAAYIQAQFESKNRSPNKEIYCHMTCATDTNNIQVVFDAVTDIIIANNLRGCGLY
Bim-Bfl-1: disrupts Bim binding to human Bfl-1 | 190,000 compounds, 0.12% hits | AID 1008 | Bead-based flow cytometry, Bim-Bfl-1 binding inhibition | inhibition, % at 10 µM;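 note: 0% = wells without compound plus tracer and 100% = blocker peptide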
Bcl-W Bim block: disrupts Bim peptide binding to human Bcl-W. bead-based flow cytometry. 190,000 compounds, 0.02% hits. Q92843. inhibition, % at 10 µM;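 note: 0% = bound tracer without compound and 100% = peptide blocker; higher means less fluorescent Bim peptide bound to Bcl-W beads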
Target sequence (Q92843 whole entry, looked up): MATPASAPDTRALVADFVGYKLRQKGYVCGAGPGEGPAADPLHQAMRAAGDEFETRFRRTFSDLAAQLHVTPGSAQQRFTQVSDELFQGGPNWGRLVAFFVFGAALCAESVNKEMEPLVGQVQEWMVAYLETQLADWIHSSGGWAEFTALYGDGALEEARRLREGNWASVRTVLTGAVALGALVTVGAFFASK
RGS4-Gao reg: modulates binding of RGS4 to human Galphao. P09471. Multiplexed bead flow cytometry; actives lie on both sides. binding response (% of control), % at 10 µM. 220,000 compounds, 0.33% hits; in the data active = binding response below about 49% or above about 150%; inactive = in between;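 note: fluorescent Galphao activated with aluminum fluoride binding bead-coupled RGS4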
RGS8-Gao: modulates binding of RGS8 to human Galphao | P09471 | multiplexed bead flow cytometry; actives lie on both sides | response (percent of control binding), % at 10 µM | 220,000 compounds, 0.34% hits; in the data active = response below about 60% or above about 140%; inactive = in between;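 note: Galphao activated as the GDP aluminium fluoride complex binding bead-coupled RGS8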
Mcl-1 Bim block: inhibitors of Bim-Mcl-1 interaction, human; inhibition, % at 10 µM; 190,000 compounds, 0.1% hits; Bead-based flow cytometry, Bim peptide-Mcl-1 binding; AID 1009; Q07820;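 note: 0% = no compound tracer wells and 100% = peptide blocker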
Bim-Bcl-B: human Bim-Bcl-B interaction inhibition; Q9HD36; bead-based flow cytometry, Bim peptide-Bcl-B binding; inhibition, % at 10 µM; 190,000 compounds, 0.073% hits;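 note: 0% = tracer peptide without compound and 100% = reference inhibitor peptide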
Target sequence (Q9HD36 whole entry, looked up): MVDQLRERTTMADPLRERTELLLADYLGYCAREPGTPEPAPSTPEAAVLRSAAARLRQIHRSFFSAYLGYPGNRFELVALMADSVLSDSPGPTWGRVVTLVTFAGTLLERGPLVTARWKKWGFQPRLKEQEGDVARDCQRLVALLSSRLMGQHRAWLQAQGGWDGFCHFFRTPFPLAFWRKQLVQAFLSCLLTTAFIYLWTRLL
Mcl1-Bid inh: Mcl-1/Bid interaction inhibition | inhibition, % at 21.7 µM | TR-FRET Mcl-1/Bid-Dy647 peptide binding, 1536-well | 220,000 compounds, 0.97% hits | Q07820;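 active = compounds that cut the binding signal by more than half at the single screening dose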;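 note: His-tagged Mcl-1 with europium anti-His antibody binding Bid BH3 peptide; 0% = Mcl-1 plus peptide wells and 100% = peptide-only wells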
GSH fluor: compound fluoresces at 488/530 nm on GSH beads. GSH beads flow cytometry, compound fluorescence 488/530 nm; hits give high values. fluorescence (KMESF) at 10 µM. 190,000 compounds, 0.25% hits. AID 1776; in the data active = fluorescence above about 89;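 note: glutathione beads carrying GST-tagged Bcl family fusion proteins plus one bare bead set; values are compound well signal with DMSO vehicle wells as background; inactives centre near 16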
* = called active by the depositor; ? = inconclusive. Cut-off read from the data, not from the text of the source, unless noted: active = inhibition above about 40%.

Each structure is followed by: Bcl-2 Bim block, Bcl-XL Bim block, RGS7-Gao, Bim-Bfl-1, Bcl-W Bim block, RGS4-Gao reg, RGS8-Gao, Mcl-1 Bim block, Bim-Bcl-B, Mcl1-Bid inh, GSH fluor
1) CCN(CC)CCNc1ncnc2c1sc1nc(N3CCOCC3)c3c(c12)CC(C)(C)SC3
 : -1, 0, 105, 0, -3, 106, 104, -3, -3, -3, 12
2) CC(C)Cn1c(-c2ccc(Br)o2)n[nH]c1=S
 : -4, -7, 102, 0, -5, 100, 89, -6, -11, -20, 5
3) Cn1cc(C(=O)c2ccc(Cl)cc2Cl)cc1C(=O)N/N=C(\N)COc1ccccc1
 : 0, -5, 102, -6, -2, 102, 105, -4, -6, 2, 49
4) CCOC(=O)NNC(=O)C1CCC(C)CC1 (configuration not stated)
 : -1, 0, 104, -1, 0, 100, 101, -1, -2, -24, 13
5) Cc1ccc(NS(=O)(=O)c2ccccc2Cl)c2c1CC(C)(C)O2
 : -1, -2, 86, -11, 3, 88, 91, 4, -4, -11, 13
6) CCO[C@@H]1OC(C(=O)N2CCN(Cc3ccccc3)CC2)=C[C@H](c2ccc(Br)cc2)[C@H]1CCCO
 : -1, -1, 95, -4, -1, 102, 100, 0, -2, 1, 17
7) C=Cn1c(C(=O)O)ccc1-c1ccc(OC)cc1
 : -5, -1, 102, -9, -1, 102, 104, 1, -6, -32, 17
8) O=C(Cn1cnc2ccccc21)N/N=C/c1cccnc1
 : 0, 2, 99, 2, -2, 100, 95, 0, -1, -3, 10
9) O=S(=O)(NNc1ccc(Cl)nn1)c1ccc(F)cc1
 : -2, -5, 98, -2, -3, 98, 98, 6, -4, -18, 11
10) CCOc1ccc2[nH]c(=O)c(CN(Cc3ccco3)C(=O)c3ccc(Br)cc3)cc2c1
 : -9, -6, 100, -11, -3, 98, 102, -5, -7, -8, 25
11) Cc1ccc2nc(-c3ccc(NC(=S)NC(=O)CC(C)C)cc3)sc2c1
 : -7, -10, 102, -7, 3, 100, 100, 0, -5, -39, 43
12) CCOc1ccc2nc(N/C(N)=N/C(=S)Nc3ccc(C)c(C)c3)nc(C)c2c1
 : 0, -5, 102, -2, -4, 104, 105, -5, -8, -50, 7
13) O=C(O)C1C2C=CC(C2)C1C(=O)Nc1nccs1 (configuration not stated)
 : -8, -4, 102, -12, -1, 103, 103, -3, -8, 6, 25
14) COc1cc(/C=C(\C#N)c2nc3ccccc3[nH]2)cc(Br)c1OCc1ccccc1
 : -7, -8, 99, -7, -3, 100, 100, -3, -11, 9, 15
15) Oc1[nH]c2ccc(Br)cc2c1N=Nc1ccc(C(F)(F)F)cn1
 : 6, -1, 97, 2, -1, 95, 83, 3, -3, -3, 4
16) COc1ccccc1CN1CC(C(=O)NCc2cccnc2)CC1=O (configuration not stated)
 : -9, -7, 106, -11, -2, 109, 106, -1, -10, -3, 32
17) CCNc1nc(C)c2cc(Br)c(=O)n(CC)c2n1
 : 2, -1, 95, 0, 0, 97, 89, 1, 1, -6, 12
18) O=C(N/N=C/c1ccccc1OC(=O)c1ccc2c(c1)OCO2)c1cccc(F)c1
 : 1, 0, 102, 1, 2, 102, 102, -2, 2, 5, 21
19) COc1ccc(N2CCc3c(C)nc4c(OC)cccc4c32)cc1
 : -2, -2, 101, -4, 0, 98, 98, 0, -3, -26, 18
20) CCCCC(=O)OCC(=O)Nc1ccc(SC(F)F)cc1
 : -3, 0, 97, -1, 0, 100, 99, -1, 1, -18, 14
21) Fc1ccc(NC(=S)Nc2cccnc2)cc1Cl
 : -1, -1, 103, 2, -4, 102, 103, -2, -6, -63, 18
22) CCOc1cc(S(=O)(=O)n2ccnc2)ccc1Cl
 : -1, -2, 105, -3, 1, 101, 101, 2, 0, -1, 12
23) Cc1c(NC(=O)CCC2CCCCC2)cc(C(=O)N2CCOCC2)cc1[N+](=O)[O-]
 : -1, 0, 101, 0, 0, 95, 98, 2, 0, -23, 11
24) Cc1noc(C)c1C(=O)NCc1ccccc1Br
 : -4, -3, ?, -6, -3, 95, 97, -3, -6, -22, 16
25) O=c1[nH]c(C2CCCN(S(=O)(=O)c3ccc(F)cc3)C2)nc2c1nnn2Cc1ccccc1 (configuration not stated)
 : -11, -6, 105, -11, 1, 106, 103, -1, -7, -6, 14
26) COC(=O)C(C)Sc1nc2c(c(=O)[nH]c(=O)n2C)n1CCC(C)C (configuration not stated)
 : -2, -4, 97, -12, 2, 99, 98, 0, -3, -7, 22
27) Cc1c(C(=O)OCCN2CCCCC2)oc2ccccc12
 : -1, 0, 100, -8, 2, 99, 103, 2, -2, -14, 32
28) CC(=O)Nc1cc(NC(C)=O)c2nc(N)sc2c1
 : -6, -5, 102, -12, 1, 103, 100, 0, -7, -20, 32
29) Cc1c(N2C(=O)CS/C2=N\N=C\c2ccc(Cl)cc2)c(=O)n(-c2ccccc2)n1C
 : 2, 2, 111, 1, 2, 109, 102, 0, 0, -26, 13
30) CCCN1C2CCCC1CC(NC(=O)c1cc(OC)c(OC)c(OC)c1)C2 (configuration not stated)
 : -3, -3, 100, -9, 1, 99, 102, -1, -7, -7, 24
31) S=c1[nH]nc(-c2cccnc2)n1C1CCCCC1
 : -4, -4, 109, -2, -1, 103, 101, -5, -11, -70, 10
32) Cc1ccc2cc(CN(CC3CCCO3)C(=S)Nc3ccccc3)c(=O)[nH]c2c1C (configuration not stated)
 : -6, 0, 109, -10, 1, 109, 108, -3, -3, -28, 15
33) Cc1cccc(C)c1Oc1nc(-c2ccccc2)ncc1S(=O)(=O)c1ccccc1
 : 0, -5, 100, -4, -1, 101, 103, -4, -3, 1, 12
34) O=C(Nc1ccccc1Br)C1CC(=O)N(c2ccc3c4c(cccc24)CC3)C1 (configuration not stated)
 : -9, -8, 99, -16, -2, 96, 101, -3, -8, -7, 10
35) O=C(Cc1ccccc1F)Nc1ccccc1-c1ccccc1
 : 0, -2, 102, -7, 1, 102, 102, 1, -1, -5, 16
36) CC1(C)CC(=O)C(C=Nc2ccccc2C(=O)O)=C(O)C1
 : -2, 0, 96, -1, -2, 95, 86, 0, 0, 35, 18
37) COc1cccc(C2c3[nH]c4ccccc4c3CCN2Cc2cccn2-c2ncccn2)c1 (configuration not stated)
 : -3, -4, 102, -7, -1, 100, 100, 1, -6, -36, 15
38) CNC(=O)COC(=O)/C=C/c1c(C)nn(-c2ccccc2)c1C
 : -4, -8, 103, -12, -6, 104, 104, -2, -9, -26, 17
39) O=S(=O)(NCCCc1ccccc1)c1ccccc1
 : -9, -3, 98, -9, 0, 95, 98, 1, -7, -13, 14
40) O=C(N/N=C/c1ccc2c(c1)OCO2)/C(=C/c1ccc2c(c1)OCO2)NC(=O)c1ccccc1
 : 0, 1, 102, 0, -2, 107, 101, -1, 0, -25, 12
41) Cc1ccccc1C(=O)Oc1cc(N)n(S(=O)(=O)c2ccccc2)n1
 : -1, -2, 96, -2, 0, 98, 98, 1, 0, -13, 10
42) CC(C(=O)Nc1ccc2c(c1)OCCO2)N(C)Cc1c(F)cccc1Cl (configuration not stated)
 : -3, -2, 111, -3, 2, 101, 101, 1, -1, -38, 11
43) COc1ccccc1Nc1nc(N)nc(CN2CCOCC2)n1
 : -6, -7, 100, 1, -5, 99, 99, -4, -8, -4, 14
44) COc1cc(CCN2C(=O)N[C@@H](c3cccc(C(F)(F)F)c3)C(C(C)=O)=C2C)cc(OC)c1OC
 : 0, -1, 89, -1, -3, 90, 81, -3, 1, -1, 19
45) Cc1ccc(-c2noc(CN(C(=O)c3cccc(Br)c3)C(C)C)n2)cc1
 : -16, -4, 99, -9, -1, 103, 103, -1, -10, -6, 20
46) CCOc1ccccc1N(CC(=O)NCCOC)C(=O)CCC(=O)Nc1ccccn1
 : -6, -6, 92, -13, -4, 103, 101, -5, -11, -34, 17
47) O=C(c1ccccc1)N1CCCC(c2nc3c(nnn3Cc3ccccc3)c(=O)[nH]2)C1 (configuration not stated)
 : -13, -6, 99, -11, -2, 101, 100, -1, -10, 9, 27
48) O=C(COc1ccccc1)NCC(=O)Nc1cccc2ccccc12
 : -14, -10, 101, -16, -7, 100, 101, -6, -11, -3, 11
49) C=CCn1cc(/C=N/Nc2nc3ccccc3[nH]2)c2ccccc21
 : -8, -6, 99, -8, -5, 100, 105, -4, -11, -30, 14
50) Cn1c(SCC(=O)NCC2CCCO2)nnc1-c1ccc(S(=O)(=O)N2CCCC2)cc1 (configuration not stated)
 : -6, -3, 101, -3, -3, 104, 101, -2, -10, -14, 29
51) CC(C)Cn1ccc(=O)n(CC(C)C)c1=O
 : -8, -6, 103, 0, -5, 99, 102, -10, -9, 55*, 11
52) COc1ccc(CC2SC(=Nc3ccc(F)cc3)NC2=O)cc1 (configuration not stated)
 : -1, -7, 100, -5, -6, 98, 101, -4, -7, -7, 14
53) COc1ccccc1OC(=O)CCN1c2ccccc2Sc2ccccc21
 : -6, -9, 99, -3, -4, 98, 100, -4, -5, -88, 8
54) Cn1c(=O)c(-c2cc(Br)ccc2N)nc2ccccc21
 : -10, -13, 101, -13, 4, 102, 101, -3, -6, -75, 45
55) c1ccc(-c2nnnc3ccccc23)cc1
 : -4, -3, 95, -2, -4, 88, 79, -5, -7, -4, 5
56) Cc1ccc(C)c(NC(=O)/C(C#N)=C/c2cn(CC(=O)NCc3ccco3)c3ccccc23)c1
 : 8, 7, 95, 4, 20, 104, 105, -3, 18, -9, 14

Among those listed so far, these contain an NH in an aromatic ring.
Each structure is followed by: Bcl-2 Bim block, Bcl-XL Bim block, RGS7-Gao, Bim-Bfl-1, Bcl-W Bim block, RGS4-Gao reg, RGS8-Gao, Mcl-1 Bim block, Bim-Bcl-B, Mcl1-Bid inh, GSH fluor
2) CC(C)Cn1c(-c2ccc(Br)o2)n[nH]c1=S
 : -4, -7, 102, 0, -5, 100, 89, -6, -11, -20, 5
10) CCOc1ccc2[nH]c(=O)c(CN(Cc3ccco3)C(=O)c3ccc(Br)cc3)cc2c1
 : -9, -6, 100, -11, -3, 98, 102, -5, -7, -8, 25
14) COc1cc(/C=C(\C#N)c2nc3ccccc3[nH]2)cc(Br)c1OCc1ccccc1
 : -7, -8, 99, -7, -3, 100, 100, -3, -11, 9, 15
15) Oc1[nH]c2ccc(Br)cc2c1N=Nc1ccc(C(F)(F)F)cn1
 : 6, -1, 97, 2, -1, 95, 83, 3, -3, -3, 4
25) O=c1[nH]c(C2CCCN(S(=O)(=O)c3ccc(F)cc3)C2)nc2c1nnn2Cc1ccccc1 (configuration not stated)
 : -11, -6, 105, -11, 1, 106, 103, -1, -7, -6, 14
26) COC(=O)C(C)Sc1nc2c(c(=O)[nH]c(=O)n2C)n1CCC(C)C (configuration not stated)
 : -2, -4, 97, -12, 2, 99, 98, 0, -3, -7, 22
31) S=c1[nH]nc(-c2cccnc2)n1C1CCCCC1
 : -4, -4, 109, -2, -1, 103, 101, -5, -11, -70, 10
32) Cc1ccc2cc(CN(CC3CCCO3)C(=S)Nc3ccccc3)c(=O)[nH]c2c1C (configuration not stated)
 : -6, 0, 109, -10, 1, 109, 108, -3, -3, -28, 15
37) COc1cccc(C2c3[nH]c4ccccc4c3CCN2Cc2cccn2-c2ncccn2)c1 (configuration not stated)
 : -3, -4, 102, -7, -1, 100, 100, 1, -6, -36, 15
47) O=C(c1ccccc1)N1CCCC(c2nc3c(nnn3Cc3ccccc3)c(=O)[nH]2)C1 (configuration not stated)
 : -13, -6, 99, -11, -2, 101, 100, -1, -10, 9, 27
49) C=CCn1cc(/C=N/Nc2nc3ccccc3[nH]2)c2ccccc21
 : -8, -6, 99, -8, -5, 100, 105, -4, -11, -30, 14
